Compound activity deposited in PubChem BioAssay by The Scripps Research Institute Molecular Screening Center.
DDE Tn6 FP inh – inhibitors of Tn6 peptide binding to fibrin DD(E), primary screen, biochemical, fluorescence polarization, human fibrin, Tn6 probe; Fibrinogen beta chain (Homo sapiens), P02675; Fibrin DD(E) TRITC-Tn6 fluorescence polarization displacement; inhibition, % at 8.3 µM; hit rate 0.21% among 370,000;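 active means inhibition above a per-campaign cutoff: mean of compounds within control limits plus 3 SD, cut at about 15% in these data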;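 further: 0% = median of all compound wells on the plate and 100% = blocking peptide control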
ADAM10 inh – human ADAM10 inhibitors, primary screen, biochemical, QFRET, HTS | recombinant ADAM10, EDANS/DABCYL FRET peptide cleavage, 3 h | hit rate 0.62% among 370,000 | Disintegrin and metalloproteinase domain-containing protein 10 (Homo sapiens), O14672 | inhibition, % at 7 µM | AID 720582, 2013;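 active means inhibition above a per-campaign cutoff equal to the mean of compounds falling between control-based bounds plus 3 SD, cut at about 20% in these data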;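 further: 0% = DMSO wells while the 100% control is not disclosed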
PLCg1 inh – PLC-gamma1 enzyme inhibitors, primary screen, biochemical, fluorescence, purified enzyme; 1-phosphatidylinositol 4,5-bisphosphate phosphodiesterase gamma-1 (Homo sapiens), P19174; fluorogenic substrate; inhibition, % at 12.2 µM; hit rate 0.84% among 370,000; in the data active means inhibition above about 9.5%
DDE Tn7 FP inh – inhibitors of Tn7 peptide binding to fibrin DD(E), primary screen, biochemical, fluorescence polarization, human fibrin, Tn7 probe | inhibition, % at 8.3 µM | FP displacement of FITC-Tn7 peptide from fibrin DD(E); 0% = median of compound wells per plate | Fibrinogen beta chain (Homo sapiens), P02675 | hit rate 0.13% among 370,000;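 active means inhibition above the mean of compounds falling within the control limits plus 3 SD of them, cut at about 14% in these data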;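 further: 0% = plate median of compound wells and 100% = 10 µM Aha-Tn7 peptide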
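Assay system: human fibrin DD(E). Input: DD(E) 2 µM final. Medium: Tris buffer with calcium and detergent, pH 7.8. Compound dosing: single point at 8.3 µM. Timing: 10 min plus 3 h, room temperature. Technique: fluorescence polarization of the labelled Tn7 tracer. Read-out: percent inhibition. Replicates: singlicate testing.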
SIAE inh – human SIAE inhibitors, primary screen, biochemical, fluorescence polarization, FP-Rh probe, 1536-well HTS; SIAE FP-Rh probe binding; AID 1053197, 2014; hit rate 0.69% among 370,000; inhibition, % at 9.66 µM;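 active means inhibition above a cutoff: mean of compounds within the control limits plus 3 SD of those, cut at about 17% in these data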;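 further: 0% = plate median of compound wells and 100% = probe without SIAE protein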
PLCb3 inh – human PLC-beta3 inhibitors, primary screen, biochemical, fluorescence | 1-phosphatidylinositol 4,5-bisphosphate phosphodiesterase beta-3 (Homo sapiens), Q01970 | Purified PLC-beta3, fluorogenic substrate | inhibition, % at 12.2 µM | hit rate 0.18% among 370,000; in the data active means inhibition above about 11%;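 further: 0% = median of compound wells on plate and 100% = full blocker control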
ASAP1 GAP inh – inhibitors of human ASAP1 ArfGAP activity, primary screen, biochemical, fluorescence polarization | Arf-GAP with SH3 domain, ANK repeat and PH domain-containing protein 1 (Homo sapiens), … | hit rate 0.19% among 360,000 | inhibition, % at 16.5 µM | AID 624377, 2012 | ASAP1-stimulated ARF1 GTP hydrolysis, GDP FP detection; in the data active means inhibition above about 25%;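 further: 0% = vehicle with enzyme and substrate and 100% = no enzyme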
Target sequence (Q9ULH1 325-724 limits assumed): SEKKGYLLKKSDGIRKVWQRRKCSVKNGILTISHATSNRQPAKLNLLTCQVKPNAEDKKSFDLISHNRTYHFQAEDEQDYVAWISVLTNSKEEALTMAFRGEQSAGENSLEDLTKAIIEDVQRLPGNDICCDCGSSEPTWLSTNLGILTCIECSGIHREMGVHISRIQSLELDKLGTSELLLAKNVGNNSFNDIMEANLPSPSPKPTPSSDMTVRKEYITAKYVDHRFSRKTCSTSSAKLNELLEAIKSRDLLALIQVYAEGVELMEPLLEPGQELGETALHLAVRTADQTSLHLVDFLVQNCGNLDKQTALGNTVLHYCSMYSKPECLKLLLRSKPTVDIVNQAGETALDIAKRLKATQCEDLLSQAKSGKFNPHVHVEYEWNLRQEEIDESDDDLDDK
TDP2 absorb – human TDP2 enzyme inhibitors, primary screen, biochemical, epi absorbance, recombinant enzyme; T5PNP hydrolysis, p-nitrophenol absorbance 415 nm; hit rate 0.34% among 370,000; Tyrosyl-DNA phosphodiesterase 2 (Homo sapiens), O95551; inhibition, % at 12.8 µM;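 active means inhibition above the mean of all tested compounds plus 3 SD, set per campaign, cut at about 25% in these data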;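 further: 0% = DMSO with enzyme and 100% = buffer with substrate but no TDP2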
Target sequence (O95551 whole entry, looked up): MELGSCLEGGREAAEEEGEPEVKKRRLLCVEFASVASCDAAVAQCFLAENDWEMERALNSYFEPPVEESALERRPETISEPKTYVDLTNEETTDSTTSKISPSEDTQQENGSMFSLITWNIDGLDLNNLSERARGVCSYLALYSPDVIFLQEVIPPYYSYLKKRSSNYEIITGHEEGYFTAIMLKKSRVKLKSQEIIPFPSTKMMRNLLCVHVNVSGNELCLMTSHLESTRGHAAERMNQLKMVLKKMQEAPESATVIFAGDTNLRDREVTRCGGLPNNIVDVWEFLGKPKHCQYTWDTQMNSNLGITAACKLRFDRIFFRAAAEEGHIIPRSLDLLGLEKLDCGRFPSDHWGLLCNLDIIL
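Read-out basis: percent inhibition. System: recombinant human TDP2. Buffer or medium: Mg2+-containing Tris-HCl buffer, pH 7.5. Repeats: single replicate. Timing: reaction 2 h, 37 °C. Benchmarks: high control without enzyme, low control DMSO plus TDP2. Probe or stimulus: 5 mM T5PNP. Doses: 12.8 µM only. Measured by: epi absorbance of p-nitrophenol freed from T5PNP by hydrolysis.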
ADAM17 inh – ADAM17 inhibitors, primary screen, biochemical, QFRET | recombinant ADAM17, EDANS/DABCYL FRET peptide cleavage | inhibition, % at 6.95 µM | hit rate 0.83% among 370,000 | AID 720648, 2013;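 active means inhibition above the mean of compounds lying between control limits plus 3 SD, set per campaign, cut at about 8.5% in these data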;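 further: 0% = DMSO-only wells as the low control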
ARFGAP1 inh – inhibitors of rat ARFGAP1 GAP activity, primary screen, biochemical, fluorescence polarization, GDP tracer; ADP-ribosylation factor GTPase-activating protein 1 (Rattus norvegicus), Q62848; Arfgap1-stimulated ARF1 GTP hydrolysis, GDP FP detection; inhibition, % at 16.5 µM; hit rate 0.26% among 360,000; AID 651572, 2012;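 active means inhibition above a per-plate limit, mean inhibition of low control wells plus 3 SD, cut at about 25% in these data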;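 further: 0% = DMSO wells with enzyme and 100% = wells lacking Arfgap1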
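Repeats: one replicate per compound; assay system: rat Arfgap1 catalytic domain, aa 1-136; times: enzyme reaction 120 min at 25 °C after 20 min preincubation; detection: FP of antibody-bound GDP Alexa 633 tracer, ex 620/em 688 nm; benchmarks: high control wells lacking Arfgap1, low control full reaction with DMSO; reagent: human ARF1(Δ1-17)-GTP substrate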
An asterisk follows results filed as active; i = inactive; nt = no result given.

Order of values – DDE Tn6 FP inh | ADAM10 inh | PLCg1 inh | DDE Tn7 FP inh | SIAE inh | PLCb3 inh | ASAP1 GAP inh | TDP2 absorb | ADAM17 inh | ARFGAP1 inh
1	COc1ccc(CNC(=O)CCS(=O)(=O)Cc2cccc(Cl)c2)c(OC)c1
    -1.9 | -5.9 | 1.5 | -6.4 | -2.3 | -5.4 | 6.5 | 4.2 | -3.5 | 13.5
2	Cc1ccc(S(=O)(=O)N/N=C2/CC(c3ccccc3)Oc3ccccc32)cc1 (stereo not given)
    -6.1 | 0.0 | -4.8 | -3.2 | 5.0 | -5.3 | -8.3 | 2.0 | 0.7 | 0.8
3	COc1ccc(CN(C(=O)c2cccs2)c2ccccc2C(=O)O)cc1
    -2.7 | 0.3 | -1.1 | -0.1 | -2.1 | -5.8 | -2.2 | 7.6 | -5.8 | 5.7
4	O=C(CC1C(=O)N(c2ccccc2)C(=S)N1c1ccccc1)c1ccccc1 (stereo not given)
    -1.7 | 13.6 | 3.7 | 7.5 | 2.8 | 0.5 | -6.4 | 4.8 | 3.2 | -4.0
5	Cc1nnc(N(CCC#N)CCC#N)s1
    0.3 | 4.9 | -0.3 | 4.1 | -1.3 | 0.5 | -7.7 | 5.1 | -8.2 | 1.1
6	CCOC(=O)c1ccccc1NC(=O)CSc1nc2ccccc2o1
    -2.7 | -2.9 | 0.7 | -0.7 | -2.0 | -4.7 | 7.3 | 0.6 | 0.8 | 10.8
7	C=CCNC(=O)c1cccc(OC2CCN(CC(C)(C)C)CC2)c1
    -7.7 | 3.5 | 3.6 | 1.9 | -7.6 | -5.3 | -2.3 | 20.7 | -2.4 | -1.9
8	Cn1cccc1Cc1nnc(SCC(=O)NCc2ccccc2Cl)n1-c1ccc(F)cc1
    2.6 | -9.5 | -2.6 | -4.4 | 0.8 | 0.1 | 5.1 | 2.8 | -1.1 | 3.4
9	CN(C)C1(CNC(=O)c2cccc(S(=O)(=O)NCc3ccccc3)c2)CCCCC1
    0.7 | -4.9 | 3.5 | -9.1 | 4.1 | -3.7 | 6.0 | -0.2 | -4.7 | -4.7
10	CCc1ccccc1NC(=O)CN(C)C(=O)COC(=O)c1ccccc1Cl
    -2.6 | 5.0 | 0.2 | -3.2 | -3.3 | -4.8 | -3.3 | 14.0 | -1.9 | -0.1
11	c1cn2c(NC3CCCC3)c(-c3ccc(N4CCOCC4)cc3)nc2cn1
    -6.4 | -96.6 | i | 3.0 | nt | i | 20.0 | 8.0 | -23.4 | 16.4
12	O=C(c1ccc2ncsc2c1)N1CCN(c2ccccc2Cl)CC1
    -3.1 | -4.1 | -2.4 | -2.6 | 2.4 | -9.3 | -6.3 | -4.2 | -4.8 | -2.1
13	Cc1nn2c(=O)[nH]cnc2c1Cl
    -3.6 | -16.1 | 0.8 | -3.6 | -0.1 | -13.0 | 0.8 | -1.6 | -2.9 | -1.0
14	CN(NS(=O)(=O)c1ccc(F)cc1)c1ncc(C(F)(F)F)cc1Cl
    -4.8 | -10.4 | -0.3 | 6.4 | 5.5 | 2.7 | -12.0 | 9.8 | -0.7 | -9.5
15	COc1ccc(Cc2nc(-c3ccc(Cl)cc3)no2)cc1
    2.1 | -2.3 | 0.0 | -9.1 | 0.2 | -0.6 | 4.6 | -0.2 | -0.1 | -2.8

In the list so far, these contain a halogen:
Order of values – DDE Tn6 FP inh | ADAM10 inh | PLCg1 inh | DDE Tn7 FP inh | SIAE inh | PLCb3 inh | ASAP1 GAP inh | TDP2 absorb | ADAM17 inh | ARFGAP1 inh
1	COc1ccc(CNC(=O)CCS(=O)(=O)Cc2cccc(Cl)c2)c(OC)c1
    -1.9 | -5.9 | 1.5 | -6.4 | -2.3 | -5.4 | 6.5 | 4.2 | -3.5 | 13.5
8	Cn1cccc1Cc1nnc(SCC(=O)NCc2ccccc2Cl)n1-c1ccc(F)cc1
    2.6 | -9.5 | -2.6 | -4.4 | 0.8 | 0.1 | 5.1 | 2.8 | -1.1 | 3.4
10	CCc1ccccc1NC(=O)CN(C)C(=O)COC(=O)c1ccccc1Cl
    -2.6 | 5.0 | 0.2 | -3.2 | -3.3 | -4.8 | -3.3 | 14.0 | -1.9 | -0.1
12	O=C(c1ccc2ncsc2c1)N1CCN(c2ccccc2Cl)CC1
    -3.1 | -4.1 | -2.4 | -2.6 | 2.4 | -9.3 | -6.3 | -4.2 | -4.8 | -2.1
13	Cc1nn2c(=O)[nH]cnc2c1Cl
    -3.6 | -16.1 | 0.8 | -3.6 | -0.1 | -13.0 | 0.8 | -1.6 | -2.9 | -1.0
14	CN(NS(=O)(=O)c1ccc(F)cc1)c1ncc(C(F)(F)F)cc1Cl
    -4.8 | -10.4 | -0.3 | 6.4 | 5.5 | 2.7 | -12.0 | 9.8 | -0.7 | -9.5
15	COc1ccc(Cc2nc(-c3ccc(Cl)cc3)no2)cc1
    2.1 | -2.3 | 0.0 | -9.1 | 0.2 | -0.6 | 4.6 | -0.2 | -0.1 | -2.8

More structures.
Order of values – DDE Tn6 FP inh | ADAM10 inh | PLCg1 inh | DDE Tn7 FP inh | SIAE inh | PLCb3 inh | ASAP1 GAP inh | TDP2 absorb | ADAM17 inh | ARFGAP1 inh
16	CC(=O)Nc1ccc(S(=O)(=O)N2CCN(C(=O)c3ncoc3-c3ccccc3)CC2)cc1
    -0.2 | 3.4 | -0.4 | -5.1 | 14.9 | -5.6 | 3.2 | 3.7 | 1.2 | -5.4
17	CC1Cc2ccccc2N1C(=O)Cn1nnc(-c2ccccc2NC(=O)C2CCC2)n1 (stereo not given)
    6.2 | 2.6 | 3.1 | -5.5 | 0.0 | 6.1 | 3.1 | 6.7 | 1.9 | 6.0
18	Cc1ccccc1N1CCN(S(=O)(=O)CC23CCC(CC2=O)C3(C)C)CC1 (stereo not given)
    3.3 | 5.4 | 0.9 | -1.3 | 0.0 | -7.3 | 0.4 | 7.5 | -0.5 | 5.2
19	O=C1CC(c2cccc(Br)c2)C2=C(COC2=O)N1 (stereo not given)
    1.4 | -11.1 | 5.0 | -6.4 | 1.6 | 0.0 | 3.7 | -3.8 | 1.1 | 16.7
20	COc1ccccc1CNC(=O)C1(C)CCN1C(=O)C1(c2ccccc2)CC1 (stereo not given)
    0.2 | -6.5 | 0.3 | -1.8 | -1.1 | 0.9 | 6.5 | 5.9 | -1.5 | -4.9
21	CN(NC(=O)c1cccc(Cl)c1)c1nc(-c2ccccc2)nnc1C(F)(F)F
    -4.3 | 0.0 | 0.0 | 1.2 | -9.1 | 3.0 | -6.1 | 0.8 | 0.1 | 0.4
22	CN(CC(=O)O)S(=O)(=O)c1ccc2c(c1)NC(=O)CC(=O)N2
    -4.3 | 5.4 | -1.1 | -3.5 | 1.6 | -3.3 | 7.7 | -0.4 | -4.4 | -4.6
